Assay outcomes as filed in PubChem.
UDG counterscr = counter-screen for AID inhibitors: uracil-DNA glycosylase inhibition. FRET deamination/UDG coupled assay, UDG read, 4 h. Potency, µM (doses to about 115 µM), inactives show at the highest dose activity change, negative = inhibition, usual class: inhibitors. 0.14% of 91,000 active. AID 1347430; note: nearly all actives have a fitted effect of over 65% in size
AID inh = blocks human AID cytidine deaminase activity; AID deamination FRET fluorescence, UDG-coupled, 4 h; Q9GZX7; AID 1347428; Potency, µM (titrated, usually from 115 µM), for inactives: top-dose activity change, negative = inhibition, hits mostly inhibitors; 0.32% of 91,000 active; note: nearly all actives have a fitted effect of over 25% in size
Target sequence (Q9GZX7 whole entry, looked up): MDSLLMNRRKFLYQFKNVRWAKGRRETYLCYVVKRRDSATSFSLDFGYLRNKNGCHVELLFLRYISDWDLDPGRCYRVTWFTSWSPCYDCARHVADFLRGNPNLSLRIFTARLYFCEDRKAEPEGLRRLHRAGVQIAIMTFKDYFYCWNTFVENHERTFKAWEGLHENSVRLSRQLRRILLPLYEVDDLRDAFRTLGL
* = called active by the depositor; ? = inconclusive; [ ] = remark or other dose. Calls come from the whole dose curve; as a rule, active = well fitted curve in the direction sought with a large enough effect; inconclusive = small, poorly fitted or top-dose-only effect, or another doubt; inactive = no such curve, though single readings can be large; an effect the other way counts as inactive or inconclusive. % is set by controls: 0 for no effect and ±100 for the full control effect; potency is the fitted concentration of half-maximal effect. Not all compounds are listed; rates above refer to the full screens.

SMILES | UDG counterscr | AID inh
Fc1ccccc1-c1nnc2sc(-c3ccc4ccccc4n3)nn12 | -10.0% | ?
O=C(c1ccc(F)cc1F)N1CCC(c2noc(-c3ccc(S(=O)(=O)N4CCCC4)cc3)n2)CC1 | -2.1% | 9.6%
COC(=O)c1cc(-c2c(C)oc3cc(OC(C)=O)ccc3c2=O)c(C)o1 | 3.2% | -8.7%
CCc1nn2c(=O)cc(COC(=O)C(CC)c3ccccc3)nc2s1 (configuration not stated) | 12.6% | 27.8%
CSC(N)=NCCC[C@H](N)C(=O)O | 8.4% | -0.8%
Nc1c(C(=O)Nc2c(Cl)cccc2Cl)sc2nc(-c3ccncc3)ccc12 | 1.6% | -10.5%
Cc1cccc(-c2nc(C#N)c(N3CCOCC3)o2)c1 | 4.3% | 0.7%
Cc1ccc(COc2ccc(CNC3CC3)cc2)cc1 | -3.8% | -3.9%
Cc1ccc(-c2noc(CNC(=O)COc3cc(C)c(Br)c(C)c3)n2)cc1 | 10.1% | 0.5%
CCc1ccc(C2CC(=O)c3c([nH]c(C(=O)OCC4CCCCC4)c3C)C2)cc1 (configuration not stated) | -4.3% | -6.9%
CS(=O)(=O)N1CCC(NC(=O)c2cnc3ccccc3n2)CC1 | 0.8% | 15.1%
Cc1ccc(NS(=O)(=O)c2c(C)nc3sc(C)c(C)n3c2=O)cc1F | ? | -7.8%
O=C(CSc1n[nH]c(-c2ccc(F)cc2)n1)N1CCN(c2ccc(F)cc2)CC1 | 43.1%[activator] | 1.6%
CCc1ccc2c(c1)NC(c1cccs1)=NC(c1ccc(F)cc1)=N2 | ? | ?
COc1ccc(C(=O)Nc2nnc(C)s2)cc1 | 2.5% | 18.2%
COc1cccc(-n2ccnc2SCC(=O)Nc2cccc(C)c2C)c1 | -3.6% | ?
Cc1ccc(NC(=O)Cn2c(=O)ccc3cc(S(=O)(=O)N4CCC(C)CC4)ccc32)c(C)c1 | -9.2% | 18.7%
COc1ccc(Cl)cc1NC(=O)c1cn(C2CCCCC2)c(=O)c2c1c1ccccc1n2C | -14.4% | -11.8%
Cc1cccn2c(=O)cc(COc3ccc(NC(=O)c4cccc(F)c4)cc3)nc12 | 7.3% | 7.3%
COc1ccc(N(C)C(=O)c2ccc3ccccc3n2)cc1OC | 0.7% | 5.0%
O/N=c1/oc2cc3occ(-c4ccccc4)c3cc2c2c1CCC2 | -14.5% | -3.1%
Clc1cccc(-n2cccc2)c1 | 4.8% | -0.5%
CC(=O)Nc1ccccc1-c1nc2ccccc2n(CC(=O)c2ccc(C)c(C)c2)c1=O | 0.0% | 10.7%
O=C(c1ccc2c(c1)N(Cc1ccc(F)cc1)CCS2)N1CCN(c2ccccc2)CC1 | -4.6% | ?
CCOC(=O)c1c(C)[nH]c(C)c1S(=O)(=O)NCC(=O)N(C)c1ccc(C)c(C)c1 | ? | -4.2%

Full records, looked up by structure. Screens in order: UDG counterscr | AID inh
Results for O=C(c1ccc(F)cc1F)N1CCC(c2noc(-c3ccc(S(=O)(=O)N4CCCC4)cc3)n2)CC1 : -2.1% | 9.6%
Results for O/N=c1/oc2cc3occ(-c4ccccc4)c3cc2c2c1CCC2 : -14.5% | -3.1%

Next part.
SMILES | UDG counterscr | AID inh
Cc1ccc(CN(C(=O)COc2cccc([N+](=O)[O-])c2)c2ccccn2)cc1 | 14.1% | -21.6%
CCc1nc2ccccc2c(C(=O)OCC(=O)NC(N)=O)c1C | -0.7% | -11.4%
NC(=O)C1CCCN(C(=O)CCc2ncc(-c3ccc(F)cc3)o2)C1 (configuration not stated) | -1.3% | -3.8%
O=C(CCn1cnnn1)Nc1ccc(F)cc1 | -4.4% | -5.6%
Nc1nc(SCC(=O)NCc2ccc(Cl)cc2Cl)n[nH]1 | 2.5% | -0.3%
N#Cc1ccc(NCCNC(=O)C2CC=CCC2)nc1 (configuration not stated) | -1.6% | 1.4%
COc1ccc(-n2c(SCCC(C)C)nc3sc4c(c3c2=O)CC(C(C)C)OC4)cc1 (configuration not stated) | 14.4% | 100.1%[activator]
Cc1ccc(C)c(N2CCN(C(=O)CN3C(=O)COc4ccc(S(=O)(=O)N5CCCC5)cc43)CC2)c1 | 10.7% | 25.1%
Cc1ccc(C)c(CS(=O)CCC(=O)Nc2ccccc2)c1 (configuration not stated) | 2.3% | -1.5%
Cc1ccccc1-c1nc(C#N)c(NCCc2ccccc2)o1 | -4.4% | -9.6%
N#Cc1ccc(Oc2ccc(C=O)cc2)cc1C#N | -3.2% | -15.4%
Cc1ccc2nc(-c3cccc(NC(=O)CSc4ccc(Cl)cc4)c3)oc2c1 | -1.1% | 3.8%
COc1ccccc1Cc1nnc(NC(=O)c2cccc(NC(=O)c3ccccc3)c2)s1 | -18.5% | -6.5%
Cc1ccc(C)c(N2CCN(C(=O)c3cc4c(=O)n(Cc5cccs5)ccc4nc3C)CC2)c1 | -13.6% | ?
CCN1C(SCC(=O)Nc2ccccc2)=NS(=O)(=O)c2ccccc21 | 0.7% | 1.2%
N#CC1=C(N)OC2=C(C(=O)CC(c3ccc(Cl)cc3)C2)C1c1ccccc1Cl (configuration not stated) | 9.8% | -8.7%
CCOC(=O)c1ccc(NC(=O)CN2C(=O)COc3ccc(Cl)cc32)cc1 | 2.9% | 24.8%
Cc1ccc(/C=[N+](\[O-])c2ccccc2)cc1 | -26.6% | 6.3%
COc1ccc(-c2ccc(=O)n(CC(=O)NCCc3ccccc3)n2)cc1 | -14.3%[57.5 µM] | -24.6%
Cc1cc(C(=O)Nc2ccccc2C(=O)O)ccc1NC(=O)CSc1ccccc1 | -24.7% | ?
CCOc1ccc(CNCCSc2nnnn2C)cc1 | -1.7% | 2.3%
CC(=O)NCCC12CC3CC(CC(C3)C1)C2 | -5.8% | -1.8%
CCc1ccc(NC(=O)C2CCCN(S(=O)(=O)c3cccc4cccnc34)C2)cc1 (configuration not stated) | -0.7% | -9.8%
CCCCN(C)CCCNC(=O)CN1C(=O)COc2ccc(S(=O)(=O)N3CCC(C)CC3)cc21 | 2.6% | -8.9%
CCOC(=O)N1CCN(C(=O)c2nn3c(C(F)(F)F)cc(-c4cccs4)nc3c2Cl)CC1 | 0.2% | -0.4%

Six entries out of the list, sorted by SMILES length, high to low:
SMILES | UDG counterscr | AID inh
Cc1ccc(C)c(N2CCN(C(=O)CN3C(=O)COc4ccc(S(=O)(=O)N5CCCC5)cc43)CC2)c1 | 10.7% | 25.1%
Cc1ccc(C)c(N2CCN(C(=O)c3cc4c(=O)n(Cc5cccs5)ccc4nc3C)CC2)c1 | -13.6% | ?
N#CC1=C(N)OC2=C(C(=O)CC(c3ccc(Cl)cc3)C2)C1c1ccccc1Cl (configuration not stated) | 9.8% | -8.7%
COc1ccccc1Cc1nnc(NC(=O)c2cccc(NC(=O)c3ccccc3)c2)s1 | -18.5% | -6.5%
Cc1ccc2nc(-c3cccc(NC(=O)CSc4ccc(Cl)cc4)c3)oc2c1 | -1.1% | 3.8%
CCc1nc2ccccc2c(C(=O)OCC(=O)NC(N)=O)c1C | -0.7% | -11.4%

Going on with the list.
SMILES | UDG counterscr | AID inh
Cn1ccnc1SCC(=O)Nc1cc(Cl)ccc1Cl | 3.2% | 25.0%
Cc1cc(C)c(NC(=O)C2CCCN(S(=O)(=O)c3c(C)noc3C)C2)c(C)c1 (configuration not stated) | -5.2% | 1.7%
Cc1ccc(C)c(NC(=O)Cn2c(=O)n(Cc3ccc4c(c3)OCO4)c(=O)c3oc4ccccc4c32)c1 | 8.7% | 3.3%
CCC(C)[C@@H](NC(=O)NCc1ccc(C)cc1)C(=O)OC (some centres not stated) | -6.1% | 6.6%
CCOC(=O)c1cc(-c2ccc(S(=O)(=O)N3CCN(c4cc(Cl)ccc4C)CC3)s2)on1 | -3.8% | -4.0%
CC1=C(C(=O)Nc2ccccc2)C(c2ccc(Cl)cc2Cl)NC(=S)N1 (configuration not stated) | 0.7% | 7.7%
C/C(=N/NC(N)=S)c1ccc(Cl)cc1Cl | -2.3% | -2.4%
Cc1ccc(NC(=O)c2ccc(NC(=O)N3CCSc4ncccc43)cc2)cc1Cl | -17.5% | 29.0%
CCCCOc1ccc(C(=O)C(CCC(CNC(C)(C)C)C(=O)c2ccc(OCCCC)cc2)CNC(C)(C)C)cc1 (configuration not stated) | 2.1% | ?
Cc1ccc2oc(=O)c3cc(C(=O)Nc4ccccc4C(N)=O)sc3c2c1 | -7.2% | -7.6%
CCc1cccc(NC(=O)Nc2ccc3c(c2)N(C)C(=O)c2ccccc2S3)c1 | 10.7%[57.5 µM] | 7.2%
COc1ccc(Br)cc1CNC(=O)c1cc(=O)[nH]c2ccc(S(=O)(=O)N3CCCC3)cc12 | -3.7% | -2.0%
Cc1cc(C)c(NS(=O)(=O)c2cc(-c3cnc(C4CC4)o3)ccc2C)c(C)c1 | -5.1% | -20.5%
CCC(C)NC(=O)c1cnn(-c2ccc(Cl)cc2)c1C1CCN(C(=O)OC(C)(C)C)CC1 (configuration not stated) | -13.0% | ?
CCCCCCCc1ccc(C(=O)CCC(=O)O)cc1 | -0.7% | -20.7%
Cc1ccc(CNC(=O)CSc2c(C(C)C)cnc3c2c(=O)n(C)c(=O)n3C)cc1 | 5.4%[57.5 µM] | ?
O=C(c1c[nH]c2ccccc12)C(Nc1cccc(CO)c1)c1ccccc1 (configuration not stated) | 0.4% | 3.8%
Cc1c(C)c2ccc(OCC(=O)NCCc3ccc(S(N)(=O)=O)cc3)cc2oc1=O | 5.1% | 2.4%
CC(C)(C)c1nc(C(C)(C)NC(=O)C2Cc3ccccc3O2)no1 (configuration not stated) | -3.1% | -7.8%
COc1cccc(CNC(=O)c2ccc3c(c2)sc2nc(-c4ccccc4)cn23)c1OC | 5.4%[57.5 µM] | -18.4%
CCC1=C(c2ccc(C)cc2)S(=O)(=O)N=C1N1CCC(C(=O)N2CCCCC2)CC1 | -29.5% | -7.6%
COCCN1C(=O)c2n[nH]c(-c3ccco3)c2C1c1ccc(O)cc1 (configuration not stated) | 5.7% | 5.3%
CCC(C)NC(=O)Cn1c(=O)n(CCCCCC(=O)Nc2ccccc2)c(=O)c2sccc21 (configuration not stated) | 3.0% | 3.8%
O=C(Nc1cccc2cccnc12)C(c1ccccc1)c1ccccc1 | 89.1µM* | -24.3%
CC(=O)c1c(SCC(=O)Nc2ccc(F)cc2F)nc(=O)[nH]c1C | -0.4% | 3.9%

Retrieved by structure from above:
SMILES | UDG counterscr | AID inh
Cc1ccc(C)c(CS(=O)CCC(=O)Nc2ccccc2)c1 (configuration not stated) | 2.3% | -1.5%
CC(C)(C)c1nc(C(C)(C)NC(=O)C2Cc3ccccc3O2)no1 (configuration not stated) | -3.1% | -7.8%

New compounds follow.
SMILES | UDG counterscr | AID inh
O=C(CSc1ccccc1C(=O)O)Nc1ccc2c(c1)OCCCO2 | -0.8% | 5.3%
Cc1ccc(CNC(=O)CCc2c(C)nn(-c3ccc(N4CCCC4)nn3)c2C)cc1 | -9.0%[57.5 µM] | 9.4%
COc1ccc(/C=C(\C#N)C(=O)Nc2cccc(C(F)(F)F)c2)c(OC)c1 | -9.0% | -3.3%
COc1ccc(C(NC(=O)Cc2ccccc2)c2ccc(OC)c(OC)c2)cc1OC | 4.2% | 3.8%
CC1(C(=O)Nc2ncc(Cc3ccc(Br)cc3)s2)Cc2ccccc2C(=O)O1 (configuration not stated) | -15.9% | ?
Cc1nc2nc(N)nn2c(C)c1CC(=O)NC(C)C | 5.1% | 2.4%
COCCNC(=O)c1ccc(Cn2c(SCC(N)=O)nc3ccccc3c2=O)cc1 | -11.6% | 11.4%
COc1ccc(-c2nc3n(n2)C(c2ccccc2OC)C(C(=O)Nc2cccnc2)=C(C)N3)cc1 (configuration not stated) | 11.3% | -10.1%
CN1CCN(c2nc3c(S(=O)(=O)c4ccccc4)nnn3c3ccsc23)CC1 | 17.5% | 2.9%
COc1cc(OC)c(NS(=O)(=O)c2cc(C(=O)N3CCC(C(N)=O)CC3)ccc2C)cc1Cl | -3.1% | 0.3%
COC(=O)c1cc(Br)c(O)c(Br)c1 | 3.6% | -6.7%
Cc1ccc(S(=O)(=O)c2nc(-c3ccc(Cl)cc3)oc2N2CCCCCC2)cc1 | 4.1% | -9.7%
COc1cc(C)c(S(=O)(=O)Nc2cccc(-c3ccc(N4CCCC4)nn3)c2)cc1C | -20.6% | -2.7%
Cc1ccc(-c2nc(Nc3ccccc3C)sc2C)cc1 | -5.4% | -6.6%
CC(=O)c1ccc(OCC(=O)c2c(C)[nH]c3ccccc23)cc1 | 0.2% | -10.5%
O=C(O)CCC(=O)OCc1ccccc1 | 9.8% | 1.0%
Cc1ccc(C(=O)NC(C)c2ccccc2)cc1I (configuration not stated) | -11.2% | -19.7%
CCc1nn(CC(=O)NCc2ccc(OC)c(OC)c2)c(=O)c2cc3sc(C)cc3n12 | 1.1% | -12.7%
CC(C)(C)C(=O)Nc1ccc(NC(=O)C2CCCC2)cc1 | 2.8% | 1.0%
Cc1cccc(NC(=O)C2CCC(CNS(=O)(=O)c3ccc(Br)s3)CC2)c1 (configuration not stated) | -10.0%[57.5 µM] | 2.2%
COCCCNC(=O)CCC(=O)NNc1nc2ccccc2c2nc(-c3ccccc3)nn12 | ? | ?
Cc1ccc(Cc2c(C)nc3nc(SCC(=O)NCCC(C)C)nn3c2C)cc1 | 2.5% | -33.7%
CC1CN(C(=O)CCC(=O)NCc2cccs2)c2cc(Cl)ccc2O1 (configuration not stated) | -8.0% | -27.4%
CCOC(=O)C(CCC#N)(NC(C)=O)C(=O)OCC | 11.2% | 2.2%
O=C(Nc1ccc(N2CCOCC2)cc1)/C(=C/c1cccs1)c1ccc(-c2ccccc2)cc1 | -6.7% | -10.2%
COc1ccc(CNC(=O)Cc2c(C)c3c(O)cc(C)cc3oc2=O)cc1 | ? | 10.9%
